Compound activity (PubChem)
GRK2 aptamer HTS: blocks RNA aptamer binding to human GRK2 | bead flow cytometry, FAM-aptamer displacement from GRK2 | inhibition of aptamer binding, % at 10 µM | actives 0.59% (n = 330,000) | AID 488847;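 active = inhibition of aptamer binding above 40%, roughly 3 SD of noise, on plates passing a quality check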;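 also: median bead fluorescence of bound FAM aptamer so fluorescent compounds give negative values; no value below 0 was filed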
JMJD2C inh: inhibitors of human GASC-1 (JMJD2C) demethylase. Q9H3R0. GST-JMJD2C(1-420) H3K9me3 demethylation, DELFIA europium. inhibition, % at 2.35 µM. actives 0.069% (n = 330,000). AID 2099;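 active = more than half of a compound's replicate wells show inhibition beyond 50%, single wells judged on their own value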;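 also: signal counts dimethyl H3K9 product captured on neutravidin plate; 0% = median of DMSO wells and 100% = 0.3 times that DMSO median; strong numbers were not always called active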
Target sequence (Q9H3R0 1-420 limits assumed): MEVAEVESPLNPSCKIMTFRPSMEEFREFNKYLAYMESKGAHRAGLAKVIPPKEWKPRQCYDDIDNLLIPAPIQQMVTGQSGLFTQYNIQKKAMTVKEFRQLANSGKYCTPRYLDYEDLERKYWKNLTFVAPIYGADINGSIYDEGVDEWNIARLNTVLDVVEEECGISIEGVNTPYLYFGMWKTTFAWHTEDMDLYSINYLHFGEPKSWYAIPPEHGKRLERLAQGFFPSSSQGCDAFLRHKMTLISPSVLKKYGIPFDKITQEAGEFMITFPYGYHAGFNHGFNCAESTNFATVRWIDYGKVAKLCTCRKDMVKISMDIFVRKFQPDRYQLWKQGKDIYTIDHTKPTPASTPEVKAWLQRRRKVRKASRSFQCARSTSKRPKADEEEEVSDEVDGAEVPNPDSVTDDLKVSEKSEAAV
RPL19A-GFP yeast: modulators of TOR pathway RPL19A-GFP in S. cerevisiae. S. cerevisiae RPL19A-GFP strain, flow cytometry, 3 h; hits give low values. percent response vs DMSO, % at 10 µM. actives 0.3% (n = 330,000). AID 2025;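 active = percent response vs DMSO below 50%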;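 also: median channel GFP fluorescence of the barcoded RPL19A-GFP strain; ratio of sample median GFP to plate DMSO average so 100% = DMSO; lower means less RPL19A-GFP as with rapamycin TOR inhibition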
CIT2 TOR yeast: yeast TOR pathway CIT2-GFP modulation | S. cerevisiae CIT2-GFP strain, flow cytometry, 3 h; 100 means same as DMSO wells | actives 0.065% (n = 320,000) | GFP response vs DMSO, % at 10 µM;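 active = GFP response relative to DMSO above a set limit, near the screen mean plus 3 SD, cut at about 150% in these data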;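 also: ratio of well median GFP fluorescence to mean of DMSO wells on the plate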
AGP1-GFP MLPCN: modulators of TOR pathway AGP1-GFP in S. cerevisiae; actives 0.02% (n = 320,000); S. cerevisiae AGP1-GFP multiplex flow cytometry, 3 h; GFP as percent of DMSO wells; GFP response vs DMSO, % at 10 µM;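 active = GFP response relative to DMSO above a set limit, near screen average plus 3 SD, cut at about 150% in these data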;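 also: median GFP channel fluorescence of the gated AGP1 strain per well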
LAP4 TOR yeast: alters LAP4-GFP fluorescence in TOR pathway yeast screen; S. cerevisiae LAP4-GFP multiplex, flow cytometry GFP, 3 h; median GFP as percent of DMSO wells; GFP response vs DMSO, % at 10 µM; actives 0.34% (n = 320,000); AID 2023;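 active = GFP response vs DMSO above a set limit, about the screen mean plus 3 SD, cut at about 150% in these data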
MEP2-GFP yeast: modulators of TOR pathway MEP2-GFP in S. cerevisiae; GFP response vs DMSO, % at 10 µM; S. cerevisiae MEP2-GFP strain, flow cytometry GFP, 3 h; 100% = DMSO control level; actives 0.51% (n = 330,000);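 active = GFP response versus DMSO above a set limit, roughly screen mean plus 3 SD, cut at about 180% in these data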;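 also: median GFP fluorescence of the barcode-gated MEP2-GFP cells per well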
VLA-4 inh: inhibition in a human VLA-4 binding assay | inhibition, % (about 7 µM as worked out from the volumes in the protocol) | VLA-4 expressing cells, ligand binding flow cytometry | P13612 | AID 2557 | actives 0.2% (n = 330,000); in the data active = inhibition above about 50%
* hit, by the source's call; nt = not tested or not shown.

SMILES	GRK2 aptamer HTS	JMJD2C inh	RPL19A-GFP yeast	CIT2 TOR yeast	AGP1-GFP MLPCN	LAP4 TOR yeast	MEP2-GFP yeast	VLA-4 inh
CCOc1ccc(-c2nc(-c3ccccc3C)no2)cc1	0	-3	100	106	105	95	107	1
CCc1ccc(C2CC(c3ccccc3)n3ncnc3N2)cc1 (centres undefined)	3	-10	104	112	105	98	105	9
O=C(COc1ccc(S(=O)(=O)N2CCCC2)cc1)Nc1ccc(F)cc1	1	-6	102	101	101	96	104	12
Cc1cc(C)nc(/N=C(\N)Nc2ccccc2-c2ccccc2)n1	0	19	96	93	95	97	101	9
O=C(COc1ccccc1Cl)Nc1ccccc1C(=O)N1CCOCC1	3	3	102	98	88	77	93	-5
N[C@@H](Cc1ccc(O)cc1)c1nnc([C@H](CC(=O)O)NC(=O)C2CCNCC2)o1	0	2	100	102	104	97	96	-12
Cc1ccc(SCCNC(=O)c2ccc(C)c(S(=O)(=O)Nc3cccc(C)c3)c2)cc1	3	8	98	99	99	102	108	-21
CC1CCCCC1NC(=O)COC(=O)c1cc(=O)[nH]c2ccccc12 (centres undefined)	1	-2	97	97	95	95	106	-13
CCOC(=O)c1csc(CCNC(=O)c2oc3c(Cl)cc(C)cc3c2C)n1	0	-3	106	nt	91	87	122	0
O=S(=O)(Nc1nc(SCc2ccc(Cl)cc2)n[nH]1)c1ccccc1	2	8	98	89	103	108	96	2
O=C(c1c(F)cccc1F)N1CCN(CCOc2ccccc2)CC1	0	15	105	103	100	96	106	13
Cc1n[nH]c(=S)n1/N=C/c1ccccc1	0	-5	104	100	95	93	99	7
COc1cccc(-c2ncc3ccccc3c2COC(=O)N2CCOCC2)c1	0	4	98	100	99	100	90	-6
COc1ccc2cc(S(=O)(=O)N3CCCC(C)C3)ccc2c1 (centres undefined)	3	1	95	92	96	94	95	3
O=C(NCCCn1ccnc1)c1cc(-c2ccc3c(c2)OCO3)on1	0	4	92	90	91	87	99	3
CC(C)CCN(C(=O)C1CSC2(C)CCC(=O)N12)c1c(N)n(Cc2ccccc2)c(=O)[nH]c1=O (centres undefined)	0	9	96	96	100	99	102	-16
Cn1c(SCc2ccccc2)nnc1-c1ccncc1	0	9	96	100	99	95	96	-16
CCc1cc(=O)oc2cc(OCC(=O)NCCCn3ccnc3)ccc12	0	5	103	102	102	94	103	-2
CN(C)CCOC(=O)COc1ccc(Cl)cc1	0	nt	101	101	103	103	98	20
COC(=O)c1ccccc1N=Nc1c(N)n[nH]c1N	0	10	100	101	112	123	100	4
N#Cc1c(NC(=O)c2ccccc2)sc2c1CCC2	4	74	91	96	101	105	105	-9
CC(C)Oc1ccc(C(CCN)C2CCCCC2)cc1 (centres undefined)	0	8	115	115	110	96	113	12
CN1CCN(CCCNC(=O)c2ccc3c(c2)N(Cc2ccccc2)CCS3)CC1	0	-1	98	86	101	99	100	6
CCOc1cc(C2NC(=O)CCC2[N+](=O)[O-])cc(Br)c1OCC (centres undefined)	1	13	106	98	97	89	103	10
CCOc1ccc(CCNC(=O)C(CCC(N)=O)NC(=O)OCc2ccccc2)cc1OCC (centres undefined)	0	-16	99	109	105	106	100	7

Next part; it opens with the two that closed the last part.
SMILES	GRK2 aptamer HTS	JMJD2C inh	RPL19A-GFP yeast	CIT2 TOR yeast	AGP1-GFP MLPCN	LAP4 TOR yeast	MEP2-GFP yeast	VLA-4 inh
CCOc1cc(C2NC(=O)CCC2[N+](=O)[O-])cc(Br)c1OCC (centres undefined)	1	13	106	98	97	89	103	10
CCOc1ccc(CCNC(=O)C(CCC(N)=O)NC(=O)OCc2ccccc2)cc1OCC (centres undefined)	0	-16	99	109	105	106	100	7
NC1=NC(=O)/C(=C/c2cn(Cc3ccccc3)c3ccccc23)S1	0	-7	100	100	95	96	110	-14
NC(=O)c1ccccc1NC(=S)NC(=O)c1ccc(Br)o1	1	-1	101	101	100	101	102	1
CCCN(CCC)CCCNC(=O)c1ccc(CS(=O)(=O)c2c(Cl)cccc2Cl)o1	48*	-13	103	105	107	101	105	3
O=C(C[n+]1cccc2ccccc21)c1ccc([N+](=O)[O-])cc1	3	5	89	77	84	97	94	-6
COc1ccc(NC(=O)Nc2c(C)noc2-c2ccccc2)cc1	3	-9	103	93	105	104	96	-1
COC(=O)c1ccc(C(=O)OC)c(NC(=O)COC(=O)CC2CC3CCC2C3)c1 (centres undefined)	0	4	95	105	105	101	105	16
O=C(COC(=O)c1ccc(Br)cc1)Nc1cccnc1Cl	1	-9	97	92	89	94	96	15
Cc1cccc(N/C=C(\[N+](=O)[O-])S(=O)(=O)c2ccccc2)c1C	0	-6	98	91	95	111	90	5
Cc1cc(N2CCN(c3ccc(F)cc3)CC2)n2ncnc2n1	21	-6	105	100	111	108	101	4
O=C(c1ccccc1O)N1CCOCC1	0	-6	96	96	97	100	100	6
S=C(Nc1cccnc1)N1CCCCC1	0	-18	93	94	98	102	95	0
CCc1c(C)sc(NC(=O)/C=C/C(=O)O)c1C(N)=O	1	13	101	87	100	106	93	10
CCOC(=O)CSc1nc(C(C)(C)C)nc2ccccc12	2	0	95	99	95	104	104	-1
CCCCCc1c(C)c(C#N)c2nc3ccccc3n2c1-n1ccnc1C	3	2	94	94	95	106	111	1
COc1cccc(C(=O)NCc2cccnc2)c1	0	0	97	101	101	94	103	-3
CCn1c(C)cc(/C=C2/SC(=O)N(CC(=O)N3CCCC3)C2=O)c1C	2	11	104	106	99	94	102	0
O=C(NNc1cccc(Cl)n1)C1CC1	0	-19	100	98	102	104	102	4
NNC(=O)CCc1c[nH]c2ccccc12	0	102	100	85	102	93	106	-1
CC1CN(S(=O)(=O)c2cccc(C(=O)NCC3COc4ccccc4O3)c2)CC(C)O1 (centres undefined)	0	4	102	101	103	102	100	6
CCOC(=O)Cc1c(C)nc(-c2ccccc2)[nH]c1=O	0	-6	99	95	105	94	97	7
CC1=C(C)CC2C(C1)C(=O)c1ccc(Br)cc1S2(=O)=O (centres undefined)	2	0	99	96	98	112	97	0
Cc1ccc(-c2ccc(/C=N/NC(=O)CN3CCOCC3)o2)cc1[N+](=O)[O-]	2	3	107	101	109	100	102	-21
C=CCn1c(SCC(=O)NCc2ccco2)nc2sc3c(c2c1=O)CCCC3	0	-21	100	91	104	91	95	9
C[C@H](NC(=O)C1CC(=O)N(c2ccc3c(c2)OCCO3)C1)C(=O)NCc1ccco1 (some centres undefined)	3	0	104	103	102	98	105	-11
COc1ccc(C(=O)CSc2nnnn2C)c(OC)c1	0	-22	98	100	101	109	107	7

Profiles from above.
Record of CC1CN(S(=O)(=O)c2cccc(C(=O)NCC3COc4ccccc4O3)c2)CC(C)O1 (centres undefined) → GRK2 aptamer HTS: 0; JMJD2C inh: 4; RPL19A-GFP yeast: 102; CIT2 TOR yeast: 101; AGP1-GFP MLPCN: 103; LAP4 TOR yeast: 102; MEP2-GFP yeast: 100; VLA-4 inh: 6
Record of NNC(=O)CCc1c[nH]c2ccccc12 → GRK2 aptamer HTS: 0; JMJD2C inh: 102; RPL19A-GFP yeast: 100; CIT2 TOR yeast: 85; AGP1-GFP MLPCN: 102; LAP4 TOR yeast: 93; MEP2-GFP yeast: 106; VLA-4 inh: -1

Back to the main list with the 4 entries that preceded the break.
SMILES	GRK2 aptamer HTS	JMJD2C inh	RPL19A-GFP yeast	CIT2 TOR yeast	AGP1-GFP MLPCN	LAP4 TOR yeast	MEP2-GFP yeast	VLA-4 inh
Cc1ccc(-c2ccc(/C=N/NC(=O)CN3CCOCC3)o2)cc1[N+](=O)[O-]	2	3	107	101	109	100	102	-21
C=CCn1c(SCC(=O)NCc2ccco2)nc2sc3c(c2c1=O)CCCC3	0	-21	100	91	104	91	95	9
C[C@H](NC(=O)C1CC(=O)N(c2ccc3c(c2)OCCO3)C1)C(=O)NCc1ccco1 (some centres undefined)	3	0	104	103	102	98	105	-11
COc1ccc(C(=O)CSc2nnnn2C)c(OC)c1	0	-22	98	100	101	109	107	7
O=C(NCCN1C(=O)S/C(=C\c2cccs2)C1=O)[C@H](Cc1ccccc1)N1C(=O)c2ccccc2C1=O	0	3	111	116	107	106	102	16
Cc1ccc(CCCNC(=O)C2CCC(=O)N(Cc3cccc(F)c3)C2)cc1 (centres undefined)	3	-1	103	106	105	93	104	4
COC(CNC(=O)c1ccc2c(c1)ncn2-c1ccc(F)cc1F)OC	5	-11	111	98	101	92	97	13
CN(C)CCCN(C(=O)c1ccc(S(=O)(=O)N2CCCCCC2)cc1)c1nc2c(F)cccc2s1	3	-6	107	108	99	76	102	0
O=C(c1cc(-c2ccccc2Cl)on1)N1CCCC1	0	1	93	79	77	91	93	2
O=C1CC(c2ccccc2)CC(O)=C1C=NC1CCCCC1 (centres undefined)	0	3	98	96	95	103	101	16
CCCc1cc(CNC(=O)C2CCC(=O)N(CCc3cccc(F)c3)C2)on1 (centres undefined)	3	5	97	100	108	106	100	1
O=C(c1ccco1)N(Cc1ccc([N+](=O)[O-])cc1)c1ccc(Br)cc1	0	121	102	103	102	98	103	2
Cc1cc2cc(CNC(=O)CC(C)C)ccc2n1C	0	-5	98	97	104	93	94	3
Cc1cc(OCC(=O)Nc2ccc(CN3CCOCC3)cc2)c2c(C)cc(=O)oc2c1	0	1	99	97	97	96	96	-2
NC(=S)Nc1cc2ccccc2c2ccccc12	3	-5	104	103	107	108	117	3
CC(C)CCOc1ccc(C(=O)N2CCCC2C(=O)O)cc1 (centres undefined)	1	-13	98	94	99	103	95	9
COCCn1c(=O)c2ccccc2c2ccccc2c1=O	3	1	100	96	95	91	98	3
CC1CN(C(=O)COC(=O)/C=C/c2cccc([N+](=O)[O-])c2)CC(C)O1 (centres undefined)	0	3	108	106	110	108	101	4
O=C(NCCCCNC(=O)c1ccccn1)c1ccccn1	0	-16	97	93	99	96	95	7
O=C(NCc1ccco1)c1ccccc1-c1ccccc1	1	-1	110	103	117	127	119	-25
COc1cccc(C(=O)n2cnnc2N)c1OC	0	-4	99	105	99	101	93	-6
Cc1ccc(C)c(CSc2ccc3nnc(-c4ccccn4)n3n2)c1	2	-15	99	97	99	101	103	0
CC1=NN(C(=O)c2csc(C(C)C)c2)C(O)(C(F)(F)F)C1 (centres undefined)	1	4	100	97	99	99	98	20
Cc1cccc(S(=O)(=O)Nc2ccc(-c3ccc4nncn4n3)cc2)c1	0	7	98	105	106	103	97	3
O=C(CN1C(=O)NC2(CCCC2)C1=O)Nc1cc(S(=O)(=O)N2CCOCC2)ccc1OCC(F)(F)F	0	20	103	100	101	100	100	9
COc1cc(OC)cc(C(=O)n2cnnc2N)c1	0	0	104	103	100	97	103	11

Hits appear at their usual frequency; about 1.7% have a hit in one of these screens.
